Screens deposited in PubChem by several laboratories.
NOD2 RIPK2 PPI – NOD2-RIPK2 binding disruptors in cells, primary screen, fluorescence, CHO cells, BLA complementation; hit rate 0.38% among 360,000; CCF4 ratio; AID 624267, 2012; inhibition, % at 4.98 µM; in the data active = inhibition above about 21%;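 note: 0% = vehicle only and 100% = reference blocker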
ABHD5-PLIN5 inh – ABHD5-PLIN5 interaction inhibitors, primary screen, cell lysate, split luciferase complementation, luminescence. Split G. princeps luciferase complementation, 4 h. hit rate 0.78% among 360,000. inhibition, % at 4 µM. Perilipin-5 (Homo sapiens) + 1-acylglycerol-3-phosphate O-acyltransferase ABHD5 (Homo …;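 active = inhibition above the mean inhibition across every tested compound plus 3 SD, cut at about 22% in these data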;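 note: 0% = DMSO only wells and the 100% control is not disclosed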
SRC2 inh – inhibition of GAL4-SRC2 driven luciferase reporter, primary screen, SRC2 inhibitor project, cell-based, luminescence. inhibition, % at 9 µM. HEK293 GAL4-SRC2 luciferase reporter. AID 651957, 2012. hit rate 0.17% among 370,000. Nuclear receptor coactivator 2 (Homo sapiens), Q15596;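 active = inhibition above the mean inhibition of all tested compounds plus 3 SD, set per campaign, cut at about 52% in these data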;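 note: 0% = DMSO treated cells and 100% = cells given Gossypol at 36 µM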
MC4R antagonist – MC4R antagonists of cAMP signaling, primary screen, cell-based, TR-FRET, antagonist arm of biased-ligand search; Melanocortin receptor 4 (Homo sapiens), P32245; inhibition, % at 6.5 µM; hit rate 0.48% among 360,000; AID 540295, 2011; MC4R-expressing cells, MTII-stimulated cAMP, LANCE TR-FRET;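 active = inhibition above its plate's cutoff, the mean of tested wells on that plate plus 3 SD, cut at about 29% in these data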;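 note: 0% = Melanotan II alone and 100% = Melanotan II plus saturating MCL0020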
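Assay system: U2OS-MC4R stable cell line; Also added: Melanotan II; Technique: Eu-cAMP/anti-cAMP TR-FRET, emission 671 nm; Times: 30-min compound, 1-h challenge, 1-h detection, room temperature.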
NR5A2 inv ag – LRH-1 (NR5A2) inverse agonists, primary screen, cell-based, luminescence, HEK293T, StAR-luciferase reporter; AID 602396, 2012; LRH-1 transfected, 24 h; inhibition, % at 3.6 µM; hit rate 0.13% among 360,000;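 active = inhibition above the mean inhibition of all tested compounds plus 3 SD, cut at about 73% in these data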;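 note: 0% = DMSO wells and 100% = reporter-only cells lacking LRH-1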
MC4R barr agon – MC4R agonists recruiting beta-arrestin, primary screen, cell-based, luminescence, agonist arm of biased-ligand search; Melanocortin receptor 4 (Homo sapiens), P32245; U2OS MC4R beta-arrestin complementation; percent of melanotan II response, DMSO zero; activation, % at 8.9 µM; hit rate 0.98% among 360,000; AID 540308, 2011;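 active = activation above a per-plate cutoff, the mean activation of sample wells on that plate plus 3 SD, cut at about 8% in these data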
SRC1 inh – SRC1 coactivator transcriptional activity inhibitors, primary screen, cell-based, luminescence; hit rate 0.12% among 360,000; inhibition, % at 3.6 µM; HEK293 GAL4-SRC1 luciferase reporter; Nuclear receptor coactivator 1 (Homo sapiens), Q15788;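 active = inhibition above the campaign mean plus 3 SD, with each screening campaign given its own cutoff, cut at about 60% in these data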;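 note: 0% = DMSO treated cells and 100% = gossypol at 36 µM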
Target sequence (Q15788 whole entry, looked up, the tested form may be a part): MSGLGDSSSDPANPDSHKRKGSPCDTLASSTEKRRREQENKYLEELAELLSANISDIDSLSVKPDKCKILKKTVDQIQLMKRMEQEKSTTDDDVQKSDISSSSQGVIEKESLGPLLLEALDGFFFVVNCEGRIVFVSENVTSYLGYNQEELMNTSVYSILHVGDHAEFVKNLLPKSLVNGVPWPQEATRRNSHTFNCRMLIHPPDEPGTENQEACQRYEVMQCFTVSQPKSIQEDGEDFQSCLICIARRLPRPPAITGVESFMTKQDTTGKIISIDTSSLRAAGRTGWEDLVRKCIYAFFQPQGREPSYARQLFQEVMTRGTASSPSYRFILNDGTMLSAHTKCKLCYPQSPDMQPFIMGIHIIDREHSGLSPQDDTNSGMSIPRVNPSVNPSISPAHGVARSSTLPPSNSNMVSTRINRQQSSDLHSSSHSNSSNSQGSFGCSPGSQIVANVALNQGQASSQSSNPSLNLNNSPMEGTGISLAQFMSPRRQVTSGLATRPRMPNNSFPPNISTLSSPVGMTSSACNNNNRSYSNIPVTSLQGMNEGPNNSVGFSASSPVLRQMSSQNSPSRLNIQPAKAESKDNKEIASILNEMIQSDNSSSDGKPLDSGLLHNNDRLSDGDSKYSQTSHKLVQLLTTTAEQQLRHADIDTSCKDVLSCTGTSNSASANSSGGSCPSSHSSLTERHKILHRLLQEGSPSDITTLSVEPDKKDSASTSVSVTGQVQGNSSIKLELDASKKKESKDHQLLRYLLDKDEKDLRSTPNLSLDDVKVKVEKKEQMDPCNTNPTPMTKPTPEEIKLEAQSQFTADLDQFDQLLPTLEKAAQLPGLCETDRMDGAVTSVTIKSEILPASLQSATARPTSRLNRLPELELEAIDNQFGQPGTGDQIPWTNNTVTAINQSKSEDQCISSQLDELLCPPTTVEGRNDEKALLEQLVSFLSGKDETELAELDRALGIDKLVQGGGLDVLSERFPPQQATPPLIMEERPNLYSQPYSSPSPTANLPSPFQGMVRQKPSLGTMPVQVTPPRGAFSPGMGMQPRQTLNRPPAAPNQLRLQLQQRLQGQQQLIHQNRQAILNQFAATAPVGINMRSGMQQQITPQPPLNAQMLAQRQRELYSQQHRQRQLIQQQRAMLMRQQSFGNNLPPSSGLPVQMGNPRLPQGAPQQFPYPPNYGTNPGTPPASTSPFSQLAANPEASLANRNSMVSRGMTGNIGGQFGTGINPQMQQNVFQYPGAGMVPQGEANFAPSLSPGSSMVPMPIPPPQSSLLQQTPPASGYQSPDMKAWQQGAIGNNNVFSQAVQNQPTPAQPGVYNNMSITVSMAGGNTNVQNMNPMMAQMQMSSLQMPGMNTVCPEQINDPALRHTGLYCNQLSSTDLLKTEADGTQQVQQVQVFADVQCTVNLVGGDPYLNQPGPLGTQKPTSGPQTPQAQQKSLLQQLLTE
NCOA3 inh – SRC3 coactivator transcriptional activity inhibitors, primary screen, cell-based, luminescence; HEK293 GAL4-SRC3 luciferase reporter; inhibition, % at 3.6 µM; hit rate 0.17% among 360,000; AID 588352, 2011;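 active = inhibition above a per-campaign cutoff, the mean of all compounds plus 3 SD, cut at about 60% in these data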;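 note: 0% = DMSO-treated cells and 100% = gossypol-treated cells at 36 µM; higher means less SRC3-driven luciferase light from the GAL4 reporter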
TLR9-MyD88 inh – inhibitors of TLR9-MyD88 association in cells, primary screen, cell-based, CHO, BLA complementation, fluorescence. inhibition, % at 4.98 µM. CCF4 FRET ratio. hit rate 0.21% among 340,000. AID 504734, 2011;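 active = inhibition above the mean over all tested compounds plus 3 SD, cut at about 21% in these data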;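 note: 0% = DMSO only wells and 100% = clavulanate BLA inhibitor control wells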
EBV LMP1 NFkB – EBV LMP1-driven NF-kappaB luciferase reporter inhibitors, primary screen, cell-based, luminescence, single point. hit rate 0.69% among 350,000. inhibition, % at 12.5 µM. AID 504558, 2011. LMP1-induced NF-kappaB luciferase reporter cells; in the data active = inhibition above about 41%;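 note: 0% = neutral control wells and 100% = reference inhibitor control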
COUP-TFII inh – NR2F2 transcriptional activity inhibitors, primary screen, cell-based, luciferase reporter, HEK293T, luminescence; AID 686940, 2013; COUP transcription factor 2 (Homo sapiens), P24468; hit rate 0.7% among 370,000; inhibition, % at 8.6 µM; HEK293T NGFI-A luciferase reporter;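 active = inhibition above a per-plate cutoff, mean inhibition of test wells between control levels plus 3 SD, cut at about 38% in these data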;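 note: cells cotransfected with COUP-TFII expression vector driving the NGFI-A reporter; 0% = median of COUP-TF2 test wells and 100% = reporter-only cells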
Numbers without * were called inactive; . = not tested or not shown.

SMILES	NOD2 RIPK2 PPI	ABHD5-PLIN5 inh	SRC2 inh	MC4R antagonist	NR5A2 inv ag	MC4R barr agon	SRC1 inh	NCOA3 inh	TLR9-MyD88 inh	EBV LMP1 NFkB	COUP-TFII inh
COc1ccc(CCNC(=O)CCNS(=O)(=O)c2cccc3nonc23)cc1OC	-5	2	8	15	12	-1.4	-17	7	1	-12	-5
O=C(CN1C2CCC1CC(NC(=O)NC1CCCCC1)C2)NC1CC1 (stereo not given)	-5	0	9	11	7	-1.7	-11	-18	-7	0	-6
CCC(=NNC(=O)c1cccc(S(=O)(=O)N2CCOCC2)c1)c1ccccc1	2	-6	10	0	2	-0.3	8	0	6	32	-10
COc1ccccc1NS(=O)(=O)c1cc(NC(=O)c2cnccn2)ccc1N1CCOCC1	1	6	21	19	-2	0.9	7	17	0	1	4
C=CCOc1ccc(/C=N\NC(N)=S)cc1	5	-3	4	-5	29	-1.5	-25	4	0	-10	6
COc1ccc(Cl)cc1-n1c(N)c(C(N)=O)sc1=S	-4	-9	.	1	-6	2.5	-8	24	4	-9	.
COc1ccc(S(=O)(=O)CC(O)CN2CCCC2=O)cc1 (stereo not given)	5	-6	21	-1	-1	0.0	-3	-4	5	-3	-3
CCn1c(SCC(=O)N/N=C/C=C\c2ccccc2[N+](=O)[O-])nnc1-c1ccccc1	1	-12	-16	-5	11	-1.5	-2	5	3	-1	-34
CCOC(=O)N1C2=NC(C(=O)OC)=C(C(=O)OC)[C@@H]3N(C)c4ccc(OC)cc4[C@]23C[C@H]1C(=O)OC	1	-5	18	10	13	-0.1	-11	-5	-4	0	12
Cc1cccc(C)c1NC(=O)CN(c1ccccn1)S(=O)(=O)c1ccc(F)cc1	-7	-2	-21	7	5	-0.1	-6	-2	-8	2	-21
COc1cc(/C=N/NC(=O)c2ccncc2)ccc1OC(=O)c1ccccc1Cl	0	-6	2	8	-1	3.3	-7	-19	-2	7	7
CCC1=C(OC(=O)N(CC)CC)N2C(=O)OC(=NCc3ccccc3)[C@]2(C)[C@H]2C1=CC[C@H]1C(=O)N(CC)C(=O)[C@H]12	5	-5	13	-1	9	1.1	5	-4	-1	-6	-5
Cc1c(C=Nc2ccc(S(=O)(=O)CCO)cc2)c(O)[nH]c(=O)c1C#N	-8	-3	-10	0	15	-1.4	-10	29	6	-5	-2
COc1ccccc1-c1c(C)oc2c(CN3CCCC(C)C3)c(O)ccc2c1=O (stereo not given)	-5	0	-16	2	11	-1.0	-4	4	8	-7	-21
CC(Oc1ccc(F)cc1)c1nnc(SCC(=O)N(c2ccccc2)C2CCS(=O)(=O)C2)o1 (stereo not given)	-11	10	8	4	35	1.6	12	16	-7	6	8
CCCOC(=O)CCc1n[nH]c(=O)[nH]c1=O	-8	0	-2	16	1	-1.4	5	2	-5	3	9
COc1cc(NC(=S)NCCc2ccc(S(N)(=O)=O)cc2)c(OC)cc1Cl	-8	7	-24	14	5	-1.6	16	15	1	0	-1
Cc1c(C(=O)N2CCOCC2)sc(NC(=O)c2ccc([N+](=O)[O-])cc2)c1C#N	0	9	13	-5	-5	-3.0	-12	6	-6	-2	6
CCn1ncc(/C=C/C(=O)Nc2c(C)nn(Cc3ccc(Cl)cc3Cl)c2C)c1C	-8	1	26	-2	-33	-2.1	-16	11	5	-196	8
CCOc1ccc(S(=O)(=O)NCCC(=O)NCc2ccncc2)cc1	3	-1	21	-2	-20	0.0	-4	9	1	9	-4
NC(=O)NC(=O)COC(=O)CNS(=O)(=O)c1ccc(F)c(F)c1F	-5	-1	-2	4	15	-1.3	5	-15	-1	-2	11
Cc1nc(N/N=C/c2ccc(O)cc2O)cc(N2CCOCC2)n1	4	-6	-30	-46	17	-0.6	30	15	8	-1	-7
CCc1ccc(S(=O)(=O)NC(CC(=O)O)c2ccccc2)cc1 (stereo not given)	-1	4	15	16	0	-0.1	14	14	-9	9	12
O=C(N/N=C/c1ccccc1)c1cc(-c2ccc3c(c2)OCO3)n[nH]1	-8	0	-23	-3	-47	-3.3	-18	-15	0	-11	-1
CC(CCc1ccccc1)NC(=O)c1ccccc1C(=O)O (stereo not given)	-7	5	-15	6	1	0.0	12	-5	-10	-1	4

8 of the compounds above, in CSV form:
SMILES,NOD2 RIPK2 PPI,ABHD5-PLIN5 inh,SRC2 inh,MC4R antagonist,NR5A2 inv ag,MC4R barr agon,SRC1 inh,NCOA3 inh,TLR9-MyD88 inh,EBV LMP1 NFkB,COUP-TFII inh
O=C(CN1C2CCC1CC(NC(=O)NC1CCCCC1)C2)NC1CC1 (stereo not given),-5,0,9,11,7,-1.7,-11,-18,-7,0,-6
CCC(=NNC(=O)c1cccc(S(=O)(=O)N2CCOCC2)c1)c1ccccc1,2,-6,10,0,2,-0.3,8,0,6,32,-10
COc1ccccc1NS(=O)(=O)c1cc(NC(=O)c2cnccn2)ccc1N1CCOCC1,1,6,21,19,-2,0.9,7,17,0,1,4
C=CCOc1ccc(/C=N\NC(N)=S)cc1,5,-3,4,-5,29,-1.5,-25,4,0,-10,6
COc1ccc(Cl)cc1-n1c(N)c(C(N)=O)sc1=S,-4,-9,.,1,-6,2.5,-8,24,4,-9,.
COc1ccc(S(=O)(=O)CC(O)CN2CCCC2=O)cc1 (stereo not given),5,-6,21,-1,-1,0.0,-3,-4,5,-3,-3
CCn1c(SCC(=O)N/N=C/C=C\c2ccccc2[N+](=O)[O-])nnc1-c1ccccc1,1,-12,-16,-5,11,-1.5,-2,5,3,-1,-34
CCOC(=O)N1C2=NC(C(=O)OC)=C(C(=O)OC)[C@@H]3N(C)c4ccc(OC)cc4[C@]23C[C@H]1C(=O)OC,1,-5,18,10,13,-0.1,-11,-5,-4,0,12

Next part
SMILES	NOD2 RIPK2 PPI	ABHD5-PLIN5 inh	SRC2 inh	MC4R antagonist	NR5A2 inv ag	MC4R barr agon	SRC1 inh	NCOA3 inh	TLR9-MyD88 inh	EBV LMP1 NFkB	COUP-TFII inh
CC1(C)CC(=O)C2=C(C1)NC(=O)CC2c1cc2c(cc1Br)OCO2 (stereo not given)	1	9	-4	-2	14	-0.1	-24	-29	5	0	-5
Cc1nn(CCO)c2ncc(C(=O)c3cc(F)ccc3O)cc12	-6	9	-18	-1	-9	-1.2	14	-17	9	-3	11
CCOC(=O)CC[C@H](NC(=O)Cn1cnc2c(NCc3ccccc3)ncnc21)C(=O)OCC	-3	-5	-36	10	2	0.3	0	0	2	14	13
CC1(C(=O)NCc2cccs2)Cc2c(-c3ccccc3)ccnc2O1 (stereo not given)	3	-2	21	-12	39	-1.8	-1	10	.	.	34
C=CCSc1nnc(NC(=O)CCNC(=O)c2ccccc2Cl)s1	1	2	10	5	0	-1.4	-4	18	2	-2	3
CCN(CC(=O)Nc1cc(OC)ccc1OC)Cc1nc2ccccc2c(=O)[nH]1	9	-7	5	4	7	-2.4	4	16	5	3	2
O=C(N/N=C\c1ccccc1F)c1ccc(-c2ccccc2)cc1	-7	-2	-12	0	-21	16*	-9	-21	2	0	-24
COc1ccc(N(CC(=O)NCc2ccc3c(c2)OCO3)S(=O)(=O)c2c(C)nn(C)c2C)cc1	-11	8	-3	-4	2	0.5	7	14	3	-4	7
CC1CCN(S(=O)(=O)c2ccc(C(=O)Nc3nnc(-c4ccco4)o3)cc2)CC1	-6	9	-3	2	22	2.2	6	17	7	14	14
Cc1cc(C)n2nc(C(=O)Nc3ccc(S(=O)(=O)N(C)C)cc3)nc2n1	-15	-1	-35	3	14	-1.5	2	2	-5	-11	11
CCn1cnc2c1c(=O)n(CC(=O)N1CCc3ccccc31)c(=O)n2Cc1ccccc1	0	4	13	-1	16	0.5	-4	16	4	7	-7
CCOC(=O)C(N)CSC1CC(=O)N(c2ccc(OC)cc2)C1=O (stereo not given)	-12	0	-26	0	9	-2.6	7	8	2	-12	3
COc1ccc(OC)c(NC(=O)C2CC(=O)N(CCc3ccc(F)cc3)C2)c1 (stereo not given)	-4	-6	.	4	6	-0.3	-11	-6	3	-9	.
Cc1oc2ccc(OC(=O)N3CCOCC3)cc2c1C(=O)OC(C)C	-5	-4	-3	-2	3	-2.8	5	2	-2	2	-31
COc1ccc(Cl)cc1N1C(=O)CC(N2CCN(S(=O)(=O)c3ccccc3F)CC2)C1=O (stereo not given)	-14	0	-33	10	-12	0.2	11	1	-6	-6	1
CN(C)S(=O)(=O)c1cc(NC(=O)COC(=O)Cc2ccc(Br)cc2)ccc1Cl	6	-3	-16	23	3	2.2	-6	2	-3	-18	21
O=C(CSc1nnc(-c2ccccc2)n1-c1ccccc1)c1ccc[nH]1	7	-2	24	7	-7	-1.7	4	-1	-11	0	14
CCO[C@@H]1OC(C(=O)Nc2ccccc2)=C[C@H](c2ccc3c(c2)OCO3)[C@H]1CCCO	9	0	11	10	-24	-0.5	10	-5	2	-8	-5
CC(=O)N(c1cccc(C(F)(F)F)c1)c1nc(/C=C/C(=O)O)cs1	3	1	13	10	4	-1.2	6	15	-2	1	-9
CCS(=O)(=O)c1nc(S(=O)(=O)c2ccc(C)cc2)c(NCCCN2CCOCC2)s1	-4	-3	-5	9	2	1.0	0	12	13	-2	-27
COc1ccc(C(=O)Nc2ccccc2C(=O)N(Cc2ccco2)C(C(N)=O)C(C)C)cc1 (stereo not given)	8	-5	-12	7	11	5.9	-11	16	4	3	15
CCC(C(=O)Nc1ccc2c(c1)OCCO2)n1c(=O)[nH]c2ccccc2c1=O (stereo not given)	3	0	21	21	-5	-0.4	14	14	-10	11	-3

The list is partial. The share of hits here may be higher or lower than overall.
